# Screening data as filed in PubChem.
# Platelet DG rel: inhibitors of platelet dense granule secretion, primary screen, cell-based, MLPCN, human platelets; human platelet-rich plasma, SFLLRN dense granule ATP release, luminescence; inhibition, %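 (compounds screened at 7.5 µM in platelet-rich plasma)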; 300,000 tested, 0.22% active; AID 1663, 2009;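 active = mean replicate score, as percent of positive control, at or above 50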
# TRPC6 activator: mouse TRPC6 channel activators, primary screen, cell-based, HEK293, membrane potential dye; Short transient receptor potential channel 6 (Mus musculus), Q61143; HEK293-TRPC6 membrane potential dye fluorescence; active compounds read high; B-score at 10 µM; 310,000 tested, 0.13% active;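 active = B-score of the integrated fluorescence ratio above library mean plus 3 SD, and starting fluorescence ratio within library mean plus 5 SD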;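 note: higher score means more depolarization so channel activation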
# SKKanGAS inh: S. pyogenes SKKanGAS growth inhibitors in kanamycin, primary screen, streptokinase expression inhibitor project, SKKanGAS strain, BacTiter-Glo luminescence; AID 1662, 2009; inhibition, % at 7.5 µM; 6 h; 300,000 tested, 1.3% active;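 active = mean replicate score, as percent of positive control median, at least 50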;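 note: strain carries kanamycin resistance gene driven by streptokinase promoter and grows in 40 µg/ml kanamycin; loss of luminescence reflects streptokinase promoter inhibition or plain growth inhibition; 0% = median of DMSO wells and 100% = positive control at its reference dose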
# RGS4 inh: RGS4 inhibitors, primary screen, cell-based, HEK293 M3R inducible RGS4, calcium flux; Regulator of G-protein signaling 4 (Homo sapiens), P49798; Fluo-4 calcium flux; active compounds read high; triggered by carbachol at its EC20; B-score at 10 µM; 310,000 tested, 0.45% active; AID 463165, 2010;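 active = B-score, a plate-corrected calcium signal, over three deviations above library mean, with baseline fluorescence within five deviations of library mean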;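 note: RGS4 expression induced by doxycycline in cells with stable M3 receptor; B-score is computed from the integrated fluorescence ratio over baseline after carbachol; higher B-score means a larger calcium signal and so more RGS4 inhibition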
# Target sequence (P49798 whole entry, looked up): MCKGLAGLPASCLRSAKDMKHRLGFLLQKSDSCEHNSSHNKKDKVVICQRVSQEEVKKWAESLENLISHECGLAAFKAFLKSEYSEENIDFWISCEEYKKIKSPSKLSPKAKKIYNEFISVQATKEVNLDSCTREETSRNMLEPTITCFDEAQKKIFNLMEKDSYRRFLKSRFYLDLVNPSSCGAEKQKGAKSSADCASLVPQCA
# MrgX1 allo act: positive allosteric modulators of MrgX1, primary screen, HEK293 cells, Fluo-4 calcium flux; FDSS; active compounds read high; B-score at 10 µM; Mas-related G-protein coupled receptor member X1 (Homo sapiens), Q96LB2; 310,000 tested, 0.63% active;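 active = plate-corrected calcium response at least 3 library SD above typical, normal starting fluorescence, not activating the receptor alone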;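 note: compound read alongside a low EC10 to EC30 dose of BAM8-22 agonist; peak minus trough fluorescence over baseline measured at the second addition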
# Target sequence (Q96LB2 whole entry, looked up): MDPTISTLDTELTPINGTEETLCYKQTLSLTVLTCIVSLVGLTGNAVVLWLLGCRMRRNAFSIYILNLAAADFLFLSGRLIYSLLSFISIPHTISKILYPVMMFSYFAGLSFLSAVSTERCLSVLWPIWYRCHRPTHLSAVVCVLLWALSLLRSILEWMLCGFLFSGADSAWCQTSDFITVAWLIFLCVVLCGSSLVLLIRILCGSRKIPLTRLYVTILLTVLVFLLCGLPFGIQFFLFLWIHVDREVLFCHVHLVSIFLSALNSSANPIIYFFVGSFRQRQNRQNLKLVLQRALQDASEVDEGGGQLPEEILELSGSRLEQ
# TRPC6 inh: mouse TRPC6 channel inhibitors, primary screen, cell-based, HEK293, membrane potential dye | Short transient receptor potential channel 6 (Mus musculus), Q61143 | ACh-evoked depolarization; active compounds read low | B-score at 10 µM | 310,000 tested, 1.1% active;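 active = B-score under library mean minus 3 SD, initial fluorescence not abnormally high, positive integrated signal ratio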;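 note: B-score derived from integrated fluorescence ratio over the kinetic read; more negative B-score means stronger inhibition of depolarization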
# MrgX1 antag: antagonists of human MrgX1 receptor, primary screen, HEK293 cells, Fluo-4 calcium flux. 310,000 tested, 1.3% active. Mas-related G-protein coupled receptor member X1 (Homo sapiens), Q96LB2. BAM8-22 antagonism; active compounds read low. B-score at 10 µM;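 active = calcium-response B-score plate-corrected more than 3 library SD below zero, starting fluorescence within 5 deviations, no agonist response on first addition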;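 note: peak minus trough fluorescence over baseline after final BAM8-22 challenge near maximal dose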
# TRPC4 block: inhibitors of mouse TRPC4 channel, primary screen, Fluo4 calcium, HEK293 TRPC4beta/mu-opioid cells. DAMGO-evoked Fluo4 calcium flux; active compounds read low. B-score at 10 µM. 300,000 tested, 0.39% active. AID 2247, 2010;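 active = B-score over 3 SD under the library average, no early fluorescence shift, positive overall ratio signal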
#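 test system = HEK293 cells with stable TRPC4beta plus mu-opioid receptor expression | detection = Fluo4 Ca2+ flux fluorescence | read-out = integrated fluorescence ratio relative to baseline, converted to per-well B score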
# MrgX1 ag: agonists of human MrgX1 receptor, primary screen, HEK293 cells, Fluo-4 calcium flux. Mas-related G-protein coupled receptor member X1 (Homo sapiens), Q96LB2. Fluo-4 calcium fluorescence, agonist mode; active compounds read high. B-score at 10 µM. 310,000 tested, 0.44% active;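 active = calcium response B-score plate-corrected fluorescence ratio at least 3 library SD, with starting fluorescence B-score inside 5 SD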
#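 times = overnight plating, then 30 min 37 °C plus 30 min room-temperature dye loading | assay system = stable human MrgX1 HEK293 cell line | input = fifteen thousand cells per well | signal = kinetic calcium dye fluorescence, Fluo-4 NW | dosing = compound delivered in addition one of three | read-out = B-scored fluorescence response ratio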
# HIF act: HIF pathway transcriptional activators, primary screen, cell-based, U2OS HRE-luciferase, luminescence. activation, % at 7.5 µM (by protocol). U2OS HRE-luciferase reporter; normalized: DMSO 0%, desferrioxamine 100%. 300,000 tested, 0.32% active;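 active = mean activation of at least 10% of the iron chelator positive control signal, with at least half of replicates also reaching 10%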
# RGS4 act: RGS4 potentiators or activators, primary screen, cell-based, HEK293 M3R inducible RGS4, calcium flux | AID 463111, 2010 | 310,000 tested, 0.92% active | carbachol calcium flux Fluo4; active compounds read low | B-score at 10 µM;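 active = B-score of the integrated calcium signal more than 4 SD below the library mean, with starting fluorescence not abnormally high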;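 note: negative B-score means reduced calcium response which marks RGS4 activation or potentiation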
#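 test system = M3R-expressing HEK293 line, RGS4 induced by doxycycline | probe or stimulus = carbachol at ECmax as muscarinic agonist stimulus | timing = dye loading 30 min 37 °C, buffer rest 30 min RT | signal = calcium dye Fluo4 fluorescence | evaluation = B score from integrated fluorescence ratio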
# Numbers without * were called inactive; i = inactive; . = not tested or not shown.
# The line under a structure holds: HIF act	TRPC4 block	SKKanGAS inh	Platelet DG rel	MrgX1 antag	RGS4 inh	MrgX1 ag	MrgX1 allo act	TRPC6 inh	RGS4 act	TRPC6 activator
COc1ccc(Br)cc1/C=C/C(=O)Nc1ccc2ccccc2c1
  0.2	i	2.4	8.1	i	i	i	i	i	i	i
CC(=O)OCC(OC(C)=O)C(OC(C)=O)C(OC(C)=O)C(=O)Nc1ccccc1 (centres undefined)
  0.2	i	-3.5	0.3	i	i	i	i	i	i	i
CCN(C(=O)COC(=O)c1ccc2[nH]c3c(c2c1)CCCC3)C1CCS(=O)(=O)C1 (centres undefined)
  -0.5	i	-0.7	-4.1	i	i	i	i	i	i	i
Cc1cc(SCC(=O)N/N=C/c2ccccc2C(=O)O)c(C)cc1Br
  21.2*	i	0.2	2.2	i	i	i	i	i	i	i
COc1ccc(N(CC(=O)NC2CCCCC2)C(=O)CCCC(=O)Nc2ccccn2)cc1
  0.2	i	-1.2	3.0	i	i	i	i	i	i	i
CC(C)(C)c1cc(N2CCOCC2)n2ncc(-c3ccc(Cl)cc3)c2n1
  1.0	i	3.0	-7.7	i	11.5*	i	i	i	i	i
COc1ccc(OC)c(NC(=O)CCN2CCN(C)CC2)c1
  2.1	i	-3.8	1.0	i	i	i	i	i	i	i
CC(C)Oc1ccc(C(=O)NCc2cccs2)cc1
  1.4	i	9.3	-3.8	i	i	i	i	i	i	i
CC(C)n1c(O)c(/C=C2\C=NN=C2c2ccccc2)sc1=S
  -0.2	i	-9.2	0.0	i	i	i	i	i	i	i
Cc1cc(C)cc(NC(=O)CCc2c(C)nn(-c3ccc(N4CCCCC4)nn3)c2C)c1
  4.3	i	3.3	9.7	i	i	i	i	i	i	i
O=[N+]([O-])c1ccc(CN2CCN(c3ccc4ccccc4n3)CC2)cc1
  -0.7	i	-19.2	-5.8	i	i	i	i	i	i	i
CC(=O)Oc1ccc2ccccc2c1C(NC(=O)C(C)C)c1cccc([N+](=O)[O-])c1 (centres undefined)
  -0.3	i	2.7	0.0	i	i	i	i	i	i	i
COC(=O)CN1C(=S)N(c2ccc(OC)cc2)C(=O)C1CC(=O)Nc1ccc(F)cc1 (centres undefined)
  -21.2	i	-1.9	13.8	i	i	i	i	i	i	i
CC1CCCC(n2cnc3cc(C(=O)O)ccc32)C1C (centres undefined)
  0.1	i	-2.0	1.8	i	i	i	i	i	i	i
C=CCn1c(C)cc(C2=NNC(=NC(C)(C)C)SC2)c1C
  -0.4	i	-15.1	-2.1	i	i	i	i	i	i	i
CCOC(=O)N1CCN(C(=O)COc2ccccc2OC)CC1
  0.2	i	-7.5	-7.5	i	i	i	i	i	i	i
Cc1ncc(N=Nc2ccccc2)c(-c2ccccc2)n1
  0.2	i	-3.1	-9.1	i	i	i	i	i	i	i
Cc1ccc(OCC(=O)Nc2cc(S(=O)(=O)N3CCOCC3)ccc2Cl)c([N+](=O)[O-])n1
  0.1	i	2.0	6.2	i	i	i	i	i	i	i
CCC1CCCCN1C(=O)CSc1nnc(-c2ccc(OC)cc2)o1 (centres undefined)
  -0.2	i	-6.8	5.4	i	i	i	i	i	i	i
O=C(Nc1nc(-c2ccccn2)cs1)c1cccc(-n2cnnn2)c1
  19.6*	i	53.3*	-0.4	i	i	i	i	i	i	i
CCCC(=O)Nc1ccc(S(=O)(=O)N2CCOCC2)cc1
  -0.3	i	0.7	-3.3	i	i	i	i	i	i	i
Cc1ccc(-n2ncc3c2CCCC3NC(=O)CCCN2CCCCC2=O)cc1C (centres undefined)
  0.0	i	-0.9	10.7	i	i	i	i	i	i	i
Cc1cc(C)c(NC2=NCC(=O)N2C2CCCCC2)c(C)c1
  -0.4	i	4.2	-2.5	i	i	i	i	i	i	i
CC(C)CNC(=O)COC(=O)c1ccc(F)cc1Cl
  0.9	i	1.1	1.6	i	i	i	i	i	i	i
CCOC(=O)c1c(NC(=O)CNCCO)sc(C)c1C
  0.2	i	6.8	-9.7	i	i	i	i	i	i	i
Cc1ccc2c(c1)N(CC(=O)NCc1ccco1)C(=O)CO2
  0.3	i	4.4	-4.2	i	i	i	i	i	i	i
c1ccc(-c2nc(NC3CCCC3)c3ccccc3n2)cc1
  -1.8	i	-5.8	-4.4	i	i	i	i	i	i	i
COc1cc(/C=N/NS(=O)(=O)c2ccc(C(C)(C)C)cc2)cc([N+](=O)[O-])c1O
  0.2	i	-4.4	0.5	i	i	i	i	i	i	i
CCC(C)(C)NC(=O)C(c1ccc(O)cc1)N(C(=O)Cn1nnc2ccccc21)c1ccc(NC(C)=O)cc1 (centres undefined)
  0.0	i	-0.9	-9.9	i	i	i	i	i	i	i
COC(=O)c1ccc(NC(=O)c2cccc(OC)c2)cc1
  2.8	i	10.9	26.6	i	i	i	i	i	i	i

# (further entries)
# The line under a structure holds: HIF act	TRPC4 block	SKKanGAS inh	Platelet DG rel	MrgX1 antag	RGS4 inh	MrgX1 ag	MrgX1 allo act	TRPC6 inh	RGS4 act	TRPC6 activator
CCOc1cccc(N2C(=O)CC(N3CCC(C(N)=O)(N4CCCCC4)CC3)C2=O)c1 (centres undefined)
  -0.4	i	1.9	-3.0	i	i	i	i	i	i	i
Cc1ccc([N+](=O)[O-])c(NC2OC(CO)C(O)C2O)c1 (centres undefined)
  -0.1	i	-2.7	-0.1	i	i	i	i	i	i	i
CCOc1cc(CNCCSc2nnnn2C)cc(Br)c1OCc1ccc(F)cc1
  -1.0	i	-5.8	12.6	i	i	i	i	i	i	i
Cn1nccc1C(=O)N1CCCC(C(=O)c2cccc3ccccc23)C1 (centres undefined)
  0.2	i	1.8	6.0	i	i	i	i	i	i	i
COc1ccc(NS(=O)(=O)c2ccc(Oc3ncccn3)cc2)cc1
  -0.1	i	0.7	-3.8	i	i	i	i	i	i	i
CC(C)C(=O)Nc1nnc(SCc2cccc(F)c2)s1
  1.2	i	23.4	0.7	i	i	i	i	i	i	i
COc1cccc(Oc2ncnc(N)c2[N+](=O)[O-])c1
  0.8	i	1.3	7.0	i	i	i	i	i	i	i
CCc1nnc(NS(=O)(=O)c2ccc(N)cc2)s1
  -0.1	i	-3.0	-0.5	i	i	i	i	i	i	i
CCCSc1nnc2n(N)c(=O)c3ccccc3n12
  0.0	i	-9.7	-1.5	i	i	i	i	i	i	i
COc1ccc(CCNC(=O)CCCn2c(=O)c3cccn3c3cccnc32)c(OC)c1OC
  -0.1	i	-2.6	4.2	i	i	i	i	i	i	i
CC(C)OC(=O)c1cc2c(ccn2C)n1CC(=O)N(Cc1ccccc1)c1ccccc1
  0.4	i	18.3	-9.2	i	i	i	i	i	i	i
CCOc1ccc(C2C=C(c3ccccc3)Nc3nnnn32)cc1 (centres undefined)
  3.3	i	18.3	3.2	i	i	i	i	i	i	i
CCNc1nc(ON=C(C)C)nc(N(C)C)n1
  -0.4	i	-0.5	4.8	i	i	i	i	i	i	i
COC(=O)c1ccc2c(=O)n(C3CCCCC3)c(SCC#N)nc2c1
  0.3	i	12.0	-0.6	i	i	i	i	i	i	i
Cc1ccsc1C(=O)NNC(=O)c1ccc(NS(=O)(=O)c2cccs2)cc1
  0.0	i	18.1	13.0	i	i	i	i	i	i	i
COC(=O)c1ccc(NC(=O)CN2CCN(c3ccccn3)CC2)cc1
  -0.4	i	-0.6	1.6	i	i	i	i	i	i	i
CCN1/C(=C/C=C/C=C/C=C/c2sc3ccccc3[n+]2CC)Sc2ccccc21
  0.2	i	23.4	0.5	-5.07*	i	i	i	i	i	i
O=C(c1ccc(C#CC2(O)CCCCC2)cc1)N1CCN(C(c2ccccc2)c2ccccc2)CC1
  -0.4	i	33.7	-22.4	i	i	i	i	i	i	i
O=S(=O)(c1ccc(Br)cc1)N1CCN(c2ccccc2)CC1
  0.1	i	1.8	5.1	i	i	i	i	i	i	i
CCNC(=S)Nc1ccc(C)c(Cl)c1
  0.1	i	-2.9	-0.8	i	i	i	i	i	i	i
Cc1ccc(N2C(=O)N(C(C)C)C(C)(C)CC2(C)O)cc1 (centres undefined)
  -0.3	i	-3.6	7.3	i	i	i	i	i	i	i
CCN1C(=O)C(CC(=O)NCc2ccc(Cl)cc2)N(CC)C1=O (centres undefined)
  -0.1	.	-5.1	0.6	-5.09*	i	i	i	i	i	i
Cc1cc(C)nc(SCCS(=O)Cc2ccc(Cl)cc2)n1 (centres undefined)
  -0.1	i	2.8	-3.0	i	i	i	i	i	i	i
CCOC(=O)C1=C(N)n2c(s/c(=C\c3cccnc3)c2=O)=C(C(=O)OC)C1c1cccnc1 (centres undefined)
  0.3	i	4.6	9.6	i	i	i	i	i	i	i
COC(=O)COc1cccc2c(=O)n(CC(=O)NCc3ccccc3)ccc12
  2.5	i	1.7	1.5	i	i	i	i	i	i	i
COC(=O)C1C(O)=C(C=Nc2cccc3ccccc23)C(=O)CC1(C)C (centres undefined)
  0.1	i	0.9	2.8	i	i	i	i	i	i	i
O=C(Cn1c(=O)c2cccn2c2ccc(F)cc21)N1CCN(c2ccc(F)cc2)CC1
  -0.6	i	-5.2	3.9	i	i	i	i	i	i	i
Cc1ccccc1Oc1nc2c(C)cccn2c(=O)c1/C=C(\C#N)C(=O)NC1CCS(=O)(=O)C1 (centres undefined)
  0.2	i	-1.8	20.1	i	i	i	i	i	i	i
O=C(OCC(=O)N1CCCc2ccccc21)c1cccc(S(=O)(=O)N2CCOCC2)c1
  -0.1	i	-8.7	-22.8	i	i	i	i	i	i	i
CCOc1cc(CNCCO)cc(Br)c1OCc1ccccc1Cl
  0.1	i	-0.7	1.0	i	i	i	i	i	i	i
CCOC(=O)c1ccc(N=c2sc(C(=O)OC)cc(=O)n2Cc2ccc3c(c2)OCO3)cc1
  0.3	i	1.1	2.0	i	i	i	i	i	i	i

# This is a random part of the collection; any-hit rate near 6.1%.
